# Screens deposited in PubChem by several laboratories.
# IDE inh = human IDE inhibitors in live cells, primary screen, fluorescence polarization, HEK cells, FAbetaB substrate | FAbetaB cleavage | inhibition, % at 5.59 µM | 320,000 tested, 0.41% active;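 active means percent inhibition above the average of all tested compounds plus 3 SD, set per screening campaign, cut at about 16% in these data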;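 further: IDE supplied by intact live HEK cells; FP after avidin binding of uncleaved biotin substrate so inhibition keeps polarization high; 0% = DMSO wells and 100% = 60 µM reference IDE inhibitor Ii1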
# GPR7 antag = GPR7 receptor antagonists, primary screen, cell-based, fluorescence, single concentration | Neuropeptides B/W receptor type 1 (Homo sapiens), P48145 | GPR7-expressing cells, fluorescence antagonist assay | inhibition, % at 4.4 µM | 290,000 tested, 1.1% active | AID 1861, 2009; in the data active means inhibition above about 16%, passing the limit was not always enough;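 further: cells stimulated with the agonist NPW; 0% = agonist with vehicle and 100% = vehicle without agonist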
# Target sequence (P48145 whole entry, looked up): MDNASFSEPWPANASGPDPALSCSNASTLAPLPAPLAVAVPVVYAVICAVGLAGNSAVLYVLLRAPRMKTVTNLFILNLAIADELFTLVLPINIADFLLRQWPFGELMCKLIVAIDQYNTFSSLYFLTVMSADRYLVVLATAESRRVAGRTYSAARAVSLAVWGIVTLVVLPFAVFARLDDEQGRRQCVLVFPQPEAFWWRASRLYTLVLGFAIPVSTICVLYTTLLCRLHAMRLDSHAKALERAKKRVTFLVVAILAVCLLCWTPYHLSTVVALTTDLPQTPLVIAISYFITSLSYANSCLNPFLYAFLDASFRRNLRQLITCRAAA
# VIM-2 inhibitor = VIM-2 metallo-beta-lactamase inhibitors, primary screen, biochemical, epi-absorbance readout, Pseudomonas aeruginosa enzyme; purified VIM-2, nitrocefin hydrolysis, epi-absorbance fluorescence; inhibition, % at 5.6 µM; 290,000 tested, 0.89% active;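 active means inhibition above the mean of all tested compounds plus 3 SD, cutoff set per screening run, cut at about 7.5% in these data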;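 further: red hydrolysis product quenches plate fluorescence so inhibitors raise well fluorescence; 0% = enzyme with DMSO and 100% = DMSO without enzyme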
# IDE act = human IDE activators in live cells, primary screen, fluorescence polarization, HEK cells, FAbeta-B substrate | Insulin-degrading enzyme (Homo sapiens), P14735 | FAbeta-B cleavage; 0% vehicle, 100% cell-free pure enzyme wells | activation, % at 5.96 µM | 340,000 tested, 0.073% active | AID 493087, 2011;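 active means activation above the mean of all tested compounds plus 3 SD, set per screening campaign, cut at about 17% in these data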
# IMP-1 inh = IMP-1 metallo-beta-lactamase inhibitors, primary screen, biochemical, epi-absorbance readout, Pseudomonas aeruginosa enzyme. purified IMP-1, nitrocefin hydrolysis, epi-absorbance fluorescence. inhibition, % at 5.6 µM. 290,000 tested, 0.45% active;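 active means inhibition above the mean plus 3 SD of all compounds in the same screening run, cut at about 4.5% in these data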;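 further: 0% = IMP-1 with DMSO and 100% = DMSO wells lacking enzyme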
#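 Test system: recombinant IMP-1 enzyme, purified / Medium: HEPES buffer pH 7.1 with ZnSO4 and Brij 35 / Doses: single dose, 5.6 µM / Times: 25 °C, 15 min preincubation, 25 min reaction / Detection: Epi-absorbance via hydrolysed-nitrocefin quenching of white-plate fluorescence, 480/530 nm, EDTA stop / Evaluation: percent inhibition from optical density relative to buffer-blank wells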
# NALP1 inh = NALP1 inflammasome inhibitors in reconstituted yeast, colorimetric, S. cerevisiae, triplicate retest | S. cerevisiae NALP1/ASC/caspase-1 growth, X-gal OD620, 72 h | inhibition, % at 10 µM | 280,000 tested, 0.61% active; in the data active means inhibition mostly above about 24%, no sharp cut-off; inactive means mostly below about 32%; further: some compounds called inactive have numbers as strong as hits
# pCIP destab = p/CIP-EGFP fusion destabilizers, primary screen, fluorescence, F442A cells; decrease of EGFP signal, % at 10 µM; 16 h; Q05BA5; 290,000 tested, 0.01% active;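 active means EGFP signal decrease of at least 30% at 10 µM or well 3 SD below plate mean, unless failing retest; inactive means the rest, including hits failing retest or dose response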; further: some compounds called inactive have numbers as strong as hits; many of its hits are not listed in these tables
# M18AAP inhibitor = PfM18AAP inhibitors, malaria aminopeptidase, primary screen, biochemical, QFRET, recombinant enzyme | 290,000 tested, 1.2% active | inhibition, % at 7.35 µM | M18 aspartyl aminopeptidase (Plasmodium falciparum 3D7) | H-Glu-NHMec fluorogenic cleavage;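 active means inhibition above the campaign mean inhibition over all tested compounds plus 3 SD, cut at about 28% in these data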;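 further: 0% = plate median of test compound wells and 100% = 2 mM ZnCl2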
# PHOSPHO1 inh = PubChem AID 1565. inhibition, % at 13.3 µM. 290,000 tested, 1.1% active. recombinant PHOSPHO1, absorbance phosphatase assay; in the data active means inhibition above about 60%
# Target sequence (Q8TCT1 whole entry, looked up): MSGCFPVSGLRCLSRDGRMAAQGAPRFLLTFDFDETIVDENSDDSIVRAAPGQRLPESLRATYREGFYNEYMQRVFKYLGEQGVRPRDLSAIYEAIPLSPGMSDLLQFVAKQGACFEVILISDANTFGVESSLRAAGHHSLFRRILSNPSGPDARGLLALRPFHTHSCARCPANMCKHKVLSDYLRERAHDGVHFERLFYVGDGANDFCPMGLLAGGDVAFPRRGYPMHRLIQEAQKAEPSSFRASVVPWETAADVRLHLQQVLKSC
# Starred values were filed as active, the others as inactive; · = not tested or not shown.
# Sample of the layout (two entries):
no.	structure	IDE inh	GPR7 antag	VIM-2 inhibitor	IDE act	IMP-1 inh	NALP1 inh	pCIP destab	M18AAP inhibitor	PHOSPHO1 inh
1	Cc1ccc(C(=O)Nc2cccnc2)cc1S(=O)(=O)N1CCCCCC1	10.7	-16.1	-3.3	5.4	-5.1	-2.1	-9.3	0.2	41.4
2	C=CCN(c1ccccc1)S(=O)(=O)c1cccc(C(=O)Nc2nc3ccccc3[nH]2)c1	3.0	-11.5	-1.8	-0.6	-3.4	-6.0	-5.6	-1.2	-8.5

# The list itself, from the start:
no.	structure	IDE inh	GPR7 antag	VIM-2 inhibitor	IDE act	IMP-1 inh	NALP1 inh	pCIP destab	M18AAP inhibitor	PHOSPHO1 inh
1	Cc1ccc(C(=O)Nc2cccnc2)cc1S(=O)(=O)N1CCCCCC1	10.7	-16.1	-3.3	5.4	-5.1	-2.1	-9.3	0.2	41.4
2	C=CCN(c1ccccc1)S(=O)(=O)c1cccc(C(=O)Nc2nc3ccccc3[nH]2)c1	3.0	-11.5	-1.8	-0.6	-3.4	-6.0	-5.6	-1.2	-8.5
3	CN1Cc2c(N3CCOCC3)nc3sc(C(=O)c4ccc(Br)cc4)c(N)c3c2CC1(C)C	0.8	43.5*	-2.8	·	-1.3	11.0	-9.3	3.0	15.7
4	CC1COc2ccccc2N1C(=O)c1ccc(Cl)nc1 (stereo unspecified)	-0.9	-0.9	1.5	4.2	0.3	13.0	-4.4	-15.5	29.2
5	COc1ccccc1N1C(=O)C2C3C=CC(C3)C2C1=O (stereo unspecified)	4.8	-1.7	-0.8	3.0	-2.3	-28.7	-0.1	2.1	7.4
6	C/C(N)=C(/C#N)C(=O)COc1ncnc2ccc(Br)cc12	4.8	-0.1	-1.5	-0.6	-2.7	-4.4	-2.3	-0.3	9.4
7	COc1cc(CC(=O)OCC(=O)N2CC(C)CC(C)C2)cc(OC)c1OC (stereo unspecified)	4.8	-1.1	-3.2	4.0	-2.3	-22.5	-10.0	-0.4	46.3
8	Cc1ccc2c(c1)nnn2C1CCN(S(=O)(=O)c2ccc(C(=O)O)cc2)CC1	0.2	-12.3	-3.8	2.7	-1.4	18.5	-4.3	2.5	40.8
9	O=C(CNC(=O)c1ccc(Cl)cc1)OCC(=O)c1ccc2c(c1)OCCO2	4.9	-1.7	1.0	-0.4	-2.0	-10.8	-17.6	-2.3	16.4
10	CC1(C)Cc2c(sc3nc(N/N=C/c4ccccc4)[nH]c(=O)c23)CO1	-6.2	-8.6	-1.9	1.0	-0.6	17.3	-1.5	-8.7	8.5
11	Cc1ccc(N=C2CCCN2Cc2ccccc2)c(C#N)c1	8.1	-1.7	-1.6	4.7	-2.5	12.8	-4.1	5.7	-7.1
12	O=C(CNS(=O)(=O)c1ccc(Br)s1)NC1CCCc2ccccc21 (stereo unspecified)	-1.8	-4.1	-2.4	-0.1	-2.6	24.4	4.8	1.9	9.5
13	COc1ccc2c(-c3ccccc3)cc(=O)[nH]c2c1	-1.1	-6.7	-2.5	-5.9	-3.0	10.7	-0.5	-3.5	0.3
14	CN1CCN(C2=C(Cl)C(=O)N(C3CCCCC3)C2=O)CC1	-1.8	-0.8	-1.7	-0.3	-3.1	8.7	-0.4	8.5	23.0
15	CC(C)(C)n1nc2c(c1NC(=O)c1ccc(S(=O)(=O)N3CCCC3)cc1)CSC2	-3.6	-6.9	-5.0	-1.6	-5.3	6.8	-5.5	4.7	-2.6
16	CCOc1ccc(NC(=O)Cc2cccc3ccccc23)c([N+](=O)[O-])c1	-0.3	-3.0	-7.3	3.1	-0.8	6.4	-1.2	1.3	-8.6
17	Cc1ccc(S(=O)(=O)N2CCNC(=O)CC2)cc1	-6.9	-7.9	-6.6	4.6	-1.5	-3.5	10.3	-1.9	-9.9
18	Cc1cc(N2CCOCC2)nc2ccccc12	7.1	-8.5	-0.6	-2.1	-0.3	18.1	-16.6	2.5	2.5
19	O=C(COc1ccccc1)N1CCN(C(=O)COc2ccccc2)CC1	-0.9	-11.4	-3.9	0.3	-5.0	-6.9	8.8	1.8	28.0
20	Cc1ccc(CNC(=O)c2cc3c(=O)n4ccccc4nc3n(Cc3ccco3)c2=N)cc1	1.9	·	·	-3.6	·	7.7	-9.5	·	-17.2
21	CC1CCCC(C)N1S(=O)(=O)c1ccc(NC(=O)CCn2cnc3ccccc3c2=O)cc1 (stereo unspecified)	8.9	-0.8	-4.7	-2.0	-2.8	0.8	-6.6	-5.7	16.2
22	O=C(O)c1ccc(CNCc2ccc(F)cc2)cc1	6.7	1.5	0.2	5.7	-0.3	1.3	7.3	-8.9	19.9
23	O=C(NCc1ccc(F)cc1)c1ccncc1	-0.4	8.2	0.5	4.5	0.7	19.2	-2.2	-6.7	24.7
24	CCOC(=O)C1CCCN(C(=O)c2ccccc2Oc2ccccc2)C1 (stereo unspecified)	-1.8	-5.4	-6.4	3.5	-2.7	-13.8	7.0	-4.2	-3.8
25	COc1ccc(-c2ccnc3nc(-n4cccc4)nn23)cc1	3.9	-3.5	-2.0	-5.8	-1.5	-3.9	0.8	-2.1	18.1
26	Cn1c(=O)c2c3c(sc2n2c(SCc4ccccc4)nnc12)CCCC3	0.6	7.3	-1.6	·	-1.6	20.6	-6.3	-2.7	0.7
27	O=C(O)c1cc(NS(=O)(=O)c2ccc3ccccc3c2)ccc1O	3.8	-8.9	-1.9	2.0	-2.5	12.8	8.3	-7.0	28.4
28	COc1ccc(-c2cn3cc(Br)cnc3n2)cc1	0.4	-9.3	-2.0	6.2	-2.3	-4.7	-14.7	0.1	-5.2
29	CC1CN(C(=O)CCC(=O)N2CCOCC2)c2ccccc2O1 (stereo unspecified)	-0.9	0.4	-4.7	6.8	-5.8	10.1	-13.4	1.2	7.0
30	S=C(NCCN1CCOCC1)NC1CCCCC1	-3.6	-0.5	-3.0	5.7	-3.1	·	-3.4	-8.0	17.7
31	Cc1ccc(C(=O)NC(=S)Nc2ccccc2N2CCOCC2)cc1C	2.4	-20.1	-5.4	0.6	-1.3	14.1	6.7	3.0	12.3
32	O=C(NN1C(=O)c2cc(Br)ccc2NC1c1ccccc1Cl)c1ccncc1 (stereo unspecified)	0.9	-13.2	-4.1	5.5	-1.0	22.1	-0.1	3.4	-5.8
33	CC(C)CN(C)C(=O)CC1C(=O)NCCN1C (stereo unspecified)	0.2	-7.1	-2.8	0.9	-0.7	12.6	5.3	1.1	34.5
34	COc1cccc(-c2nn(-c3ccccc3)cc2C(=O)O)c1	0.4	5.9	1.2	1.3	-0.9	-1.1	-3.4	7.7	-5.3
35	CCN(C#N)c1nc(NC(C)C)nc(NC(C)(C)C)n1	-0.8	-13.1	-1.3	4.3	-2.6	-10.8	-7.4	-3.7	3.4
36	COc1cccc(CCc2nnc(CCC(=O)N3CCN(Cc4ccccn4)CC3)o2)c1	1.6	-9.4	-3.8	2.1	-2.4	-7.4	-6.3	1.3	9.3
37	CCCCCSc1ncccc1C(=O)O	3.6	-14.8	-2.1	0.6	-3.0	·	-0.4	5.2	12.9
38	CC(C)N(C#N)c1nc(N2CCOCC2)nc(N2CCOCC2)n1	7.4	-0.9	-1.8	2.4	-3.8	4.6	-3.5	0.2	11.4
39	CN(C)S(=O)(=O)c1ccc(NC(=O)c2c(F)cccc2Cl)cc1	8.6	-9.2	-1.4	3.5	-1.9	2.8	-17.5	9.4	15.3
40	Nc1nc2ccccc2n1/N=C/c1cccnc1	-2.6	-14.2	-1.5	1.7	-5.5	·	·	-2.0	·
41	CSCCC(NC(=O)COc1ccccc1)C(=O)N1CCCC(C)C1 (stereo unspecified)	7.2	-2.5	0.1	-1.6	-3.1	4.5	-2.1	-0.2	23.8
42	COC(=O)CSc1ccc(-c2nc3ccc(C)cc3[nH]2)cn1	7.5	-6.6	-1.1	-4.8	-2.7	-7.4	-0.1	-8.6	27.1
43	COc1cccc(N2CCN(C(=O)c3ccc(CS(=O)c4ccc(C)cc4)o3)CC2)c1 (stereo unspecified)	9.0	-3.5	-1.7	-2.0	-6.0	-2.6	-13.4	3.6	58.3
44	Cc1ccnc(NC(=O)CCC(=O)N(CC(=O)NCCc2ccccc2)c2ccccc2F)c1	4.4	-4.7	0.3	1.6	-0.8	3.6	-8.2	1.9	-14.7
45	CC(Oc1cc2oc(=O)c3c(c2cc1Cl)CCC3)C(=O)NCC1CCC(C(=O)O)CC1 (stereo unspecified)	4.5	3.0	6.8	4.5	-0.9	-0.2	4.6	-1.2	-43.6
46	CCc1cccc(C)c1NC(=S)NCc1ccc2[nH]c(C)cc2c1	-0.1	-5.9	-3.9	-0.7	-4.0	17.3	-1.8	2.4	-28.3
47	COc1ccc(C(=O)Oc2ccc3c(c2)OCO3)cc1OC	-4.7	4.1	-6.5	-0.6	-5.2	-13.2	-11.7	-22.2	-19.3
48	COc1cc(OC)cc(-c2cc(N3C(=O)Nc4ccccc4N3O)n[nH]2)c1	-2.3	-9.5	-3.5	2.5	-2.0	29.2	-2.7	4.3	-4.6
49	COc1ccc(N(CCC(=O)O)S(=O)(=O)c2ccc(C)cc2C)cc1	2.4	-11.3	-2.6	2.4	-1.1	-9.8	-1.1	4.4	19.2
50	CN(C(=O)c1c(Br)cnn1C)C12CC3CC(CC(C3)C1)C2	·	-7.7	-1.2	·	-2.7	10.2	-6.1	-7.0	14.0

# The list continues.
no.	structure	IDE inh	GPR7 antag	VIM-2 inhibitor	IDE act	IMP-1 inh	NALP1 inh	pCIP destab	M18AAP inhibitor	PHOSPHO1 inh
51	COc1ccc2nc(NC(=O)c3ccccc3C(=O)O)sc2c1	-3.5	2.5	-0.4	2.0	-2.3	18.3	-2.4	-0.8	28.4
52	Cc1nc2ccc(NC(=O)c3ccc(Cl)nc3)cc2s1	10.6	-4.8	-1.7	-3.6	-1.8	·	-11.0	7.5	43.2
53	CCC(CC)C(=O)c1c[nH]c(C(=O)NCCOC)c1	3.7	-18.9	-1.3	1.4	-4.2	5.9	-6.8	4.8	41.2
54	C(=NCCCN1CCOCC1)c1ccc2c(c1)OCO2	4.2	2.8	-5.0	4.5	-2.8	14.3	-13.0	-4.9	-13.5
55	CC(=O)Nc1cccc(NC(=O)CCNC(=O)c2ccc(Cl)cc2)c1	-0.5	-8.3	-1.3	1.1	-1.6	9.5	-12.7	-11.3	32.6
56	O=C1c2ccccc2NC(c2cccc(O)c2)N1c1ccccc1 (stereo unspecified)	1.2	4.1	-2.3	4.7	-1.6	12.3	6.2	9.5	9.3
57	COc1ccc(/C=C(\C#N)C(=O)ONC2=NCCCCC2)cc1	-3.0	-6.9	-3.2	-3.6	-1.1	9.8	5.6	3.6	12.5
58	COc1ccccc1/C=C/C(C)=O	3.2	-4.9	-2.3	2.4	-2.7	33.2	-13.9	-6.8	-5.8
59	S=C1NC2=C(C(c3ccc(Br)cc3)N1)N1CCC2CC1 (stereo unspecified)	4.9	3.1	-3.0	8.0	-3.0	-1.0	-11.4	1.5	-72.3
60	O=C(CCSc1ccccc1)NC(=O)COC(=O)C1CCCCC1	-1.9	9.4	1.4	3.5	1.5	19.2	18.5	4.9	20.1
61	CCOC(=O)c1cnc2c(cnn2C)c1NCCC#N	-1.3	0.9	0.8	0.5	0.4	28.2	-3.6	-13.8	-4.0
